EBNA-1 inhibitor: blocks EBNA-1 binding to DNA; EBNA-1 DNA binding, fluorescence polarization; inhibition, % at 14.8 µM; 0.34% of 300,000 active; AID 1950; in the data active = inhibition above about 28%
LYPLA1 inh: blocks human lysophospholipase 1, a PME1 counter-screen | O75608 | recombinant LYPLA1, FP-Rh probe fluorescence polarization | inhibition, % at 5.9 µM | 0.16% of 320,000 active | AID 2174;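 active = inhibition above the mean of all tested compounds plus 3 SD, set per campaign, cut at about 14% in these data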;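 also: inhibitors block serine hydrolase probe labeling of LYPLA1 so polarization falls; 0% = enzyme with DMSO and 100% = wells lacking LYPLA1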
Target sequence (O75608 whole entry, looked up): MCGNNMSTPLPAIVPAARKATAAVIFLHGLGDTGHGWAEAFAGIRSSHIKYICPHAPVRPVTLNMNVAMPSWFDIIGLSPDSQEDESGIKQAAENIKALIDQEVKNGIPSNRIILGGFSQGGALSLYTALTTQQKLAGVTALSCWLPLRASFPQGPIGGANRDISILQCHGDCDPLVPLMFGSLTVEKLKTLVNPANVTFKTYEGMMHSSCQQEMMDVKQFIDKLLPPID
PAD4 inh: PAD4 (human) enzyme inhibition; Q9UM07; recombinant PAD4, RCA probe fluorescence polarization; inhibition, % at 6.36 µM; 0.41% of 330,000 active; AID 485272;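 active = percent inhibition above a cutoff equal to the mean of all tested compounds plus 3 SD, cut at about 15% in these data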;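 also: 0% = PAD4 with RCA probe and DMSO and 100% = probe without PAD4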
PAFAH1B3 inh: PAFAH1B3 (human) inhibition; Q15102; recombinant PAFAH1B3, FP-rhodamine probe, fluorescence polarization; inhibition, % at 3.39 µM; 0.28% of 340,000 active; AID 492972;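 active = inhibition above the screen-wide average of all tested compounds plus 3 SD, cut at about 25% in these data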;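 also: 0% = enzyme with DMSO only and 100% = wells lacking PAFAH1B3 protein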
GSTO1 counter: GSTO1 inhibition, counter-screen for RBBP9 inhibitors | P78417 | recombinant GSTO1, activity-based probe fluorescence polarization | inhibition, % at 5.96 µM | 1.1% of 300,000 active | AID 1974;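 active = inhibition above the campaign mean inhibition plus 3 SD, cut at about 35% in these data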;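 also: 0% = GSTO1-1 with DMSO and 100% = wells lacking GSTO1-1 enzyme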
Target sequence (P78417 whole entry, looked up): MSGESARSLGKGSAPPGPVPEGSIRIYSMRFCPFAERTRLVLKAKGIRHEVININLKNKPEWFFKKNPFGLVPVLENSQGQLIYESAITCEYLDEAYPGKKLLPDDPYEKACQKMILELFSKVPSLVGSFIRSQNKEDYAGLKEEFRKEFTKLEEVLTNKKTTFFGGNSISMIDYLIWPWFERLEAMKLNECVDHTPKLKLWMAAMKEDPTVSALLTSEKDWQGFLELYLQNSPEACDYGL
PREPL inhibitor: inhibitors of human prolyl oligopeptidase-like enzyme PREPL; 0.68% of 320,000 active; recombinant PREPL, fluorescence polarization activity-based probe; inhibition, % at 5.96 µM; in the data active = inhibition above about 43%;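 also: 0% = enzyme with DMSO and 100% = wells lacking enzyme; many of its hits are not listed in these tables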
ZTA DNA inh: blocks Epstein-Barr virus ZTA, an EBNA-1 counter-screen; ZTA-DNA binding, fluorescence polarization; inhibition, % at 11 µM; 0.15% of 320,000 active; AID 2234; in the data active = inhibition above about 33%
Target sequence (P03206 whole entry, looked up): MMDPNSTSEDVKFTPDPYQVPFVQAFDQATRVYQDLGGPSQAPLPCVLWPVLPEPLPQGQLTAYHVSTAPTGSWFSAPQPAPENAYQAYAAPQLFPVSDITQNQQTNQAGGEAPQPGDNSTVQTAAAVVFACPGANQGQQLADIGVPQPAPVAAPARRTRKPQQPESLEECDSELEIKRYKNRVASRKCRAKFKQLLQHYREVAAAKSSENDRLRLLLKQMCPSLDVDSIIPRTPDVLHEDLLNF
PAFAH2 FP inh: inhibitors of human PAFAH2 | Q99487 | recombinant PAFAH2, FP-rhodamine activity probe, fluorescence polarization | inhibition, % at 3.39 µM | 0.99% of 340,000 active | AID 492956;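 active = inhibition above the mean over all tested compounds plus 3 SD, cut at about 30% in these data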;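 also: inhibitors block probe labeling of enzyme so polarization drops; 0% = enzyme with DMSO and 100% = wells lacking PAFAH2 protein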
LYPLA2 counter: blocks human lysophospholipase 2, a PME1 counter-screen; O95372; recombinant LYPLA2, FP-Rh probe fluorescence polarization; inhibition, % at 5.9 µM; 0.38% of 320,000 active; AID 2177;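 active = inhibition above the screen-wide mean plus 3 SD, limit set per campaign, cut at about 26% in these data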;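 also: 0% = LYPLA2 with DMSO and 100% = wells lacking LYPLA2 enzyme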
Target sequence (O95372 whole entry, looked up): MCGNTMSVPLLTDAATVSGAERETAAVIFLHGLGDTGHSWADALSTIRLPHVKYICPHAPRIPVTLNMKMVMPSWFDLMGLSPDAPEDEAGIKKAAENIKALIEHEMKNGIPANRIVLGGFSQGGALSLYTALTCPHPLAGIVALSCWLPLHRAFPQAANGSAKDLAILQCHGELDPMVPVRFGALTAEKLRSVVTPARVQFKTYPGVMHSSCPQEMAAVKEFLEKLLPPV
* marks the source's active call; other numbers are inactive results; nt = not tested or not shown; & = joins results of further samples. A portion of the library; count on the stated rates, not on these rows.

SMILES	EBNA-1 inhibitor	LYPLA1 inh	PAD4 inh	PAFAH1B3 inh	GSTO1 counter	PREPL inhibitor	ZTA DNA inh	PAFAH2 FP inh	LYPLA2 counter
COc1ccc(CCNC(=O)c2ccnc(C(C)(C)C)c2)cc1OC	11	-1	-2	0	-1	5	-4	0	5
COc1ccc(/C=N/NC(=O)c2cccc([N+](=O)[O-])c2)cc1OS(=O)(=O)c1ccc(C)cc1	2	-7	-2	17	-23	-42	-15	-13	2
O=c1[nH]c(N2CCc3ccccc3C2)nc2c1CCC2	4	-3	-4	5	-4	6	11	1	0
Nc1nnc(-c2ccncc2)s1	1	-2	3	3	10	-8	-2	2	4
Nc1cc(C(=O)OCC(=O)Nc2cccc(S(=O)(=O)N3CCOCC3)c2)ccc1Cl	nt	nt	-1	2	nt	13	nt	65*	nt
CC(=O)Nc1cc(C(F)(F)F)ccc1OCC1CCCO1 (configuration not stated)	-15	-2	-2	11	-5	4	-7	1	7
O=C(CSc1nnc(-c2cccs2)n1CC1CCCO1)N1CCCC1 (configuration not stated)	5	-3	1	8	6	-2	8	-1	-2
COCCCN1C(=O)C(=O)/C(=C(/O)c2ccc(OC(C)C)cc2)C1c1ccc(O)c(OC)c1 (configuration not stated)	-1	0	2	nt	-1	-4	-1	nt	3
Cc1cc(NC(=O)CSc2nccn2-c2ccc(Cl)cc2)no1	-3	1	1	5	10	7	-22	6	6
Fc1ccc(CSc2nnc(-c3ccco3)o2)cc1	-4	0	3	3	-1	7	6	-1	-1
Cc1ccc2nc(N(CCCN(C)C)C(=O)c3ccc(S(=O)(=O)N(C)C)cc3)sc2c1	-6	1	1	11	-3	4	-12	0	1
CC(=O)Nc1ccc(S(=O)(=O)N2CCN(c3cc(C)nc4ccccc34)CC2)cc1	-1	-9	1	8	2	-5	-11	5	-1
COC(=O)c1sc(NC(=O)CCCn2nc([N+](=O)[O-])cc2C)c(C(=O)OC)c1C	-2	0	1	-3	5	4	14	2	1
O=C(Nc1ccccc1C(=O)NC1CCCC1)NC1CCCC1	3	-2	1	8	1	-5	17	-1	-1
COc1ccc(C)cc1Nc1n[n+](-c2ccccc2)c(-c2c(OC)ccc3ccccc23)s1	10	1	-2	5	12	51*	11	5	-5
CC1CCCC(C)N1C(=O)Cn1cc(C#N)c2ccccc21 (configuration not stated)	-16	-1	-6	nt	-2	-4	-9	nt	2
CC(NC(=O)C(C)N1CCN(S(=O)(=O)c2ccccc2)CC1)c1ccccc1 (configuration not stated)	nt	-1	1	-10	nt	19	4	6	3
Cc1cc(NC(=O)CSc2nnc(-c3ccco3)n2C)no1	nt	-1	0	2	nt	4	14	6	3
Cc1cc(=O)oc2cc3c(cc12)OCCO3	0	0	-4	0	-4	-2	9	-2	2
O=C(NCC(=O)N1CCN(S(=O)(=O)c2cccc(F)c2)CC1)c1ccc(Br)o1	2	-2	-1	7	-3	2	4	5	-2
CC#CC[N+](C)(C)CC(=O)c1ccccc1	-6	-2	-1	2	4	12	1	-4	-3
Fc1ccccc1Cc1noc(CN2CCC(OCc3cccnc3)CC2)n1	3	-5	-5	nt	-4	7	-10	nt	-3
Cc1ccc(CN2C(=O)N/C(=C\c3ccc(-c4ccc(C(=O)O)cc4C)o3)C2=O)cc1	8	6	-7	16	-31	78*	0	9	11
COc1cccc(CNC(=O)C2CCN(C(=O)N(C)C)CC2)c1	2	4	-2	-8	10	-1	0	8	6
O=C(COC(=O)CNC(=O)c1ccc(Cl)cc1)Nc1ccc2c(c1)OCCO2	15	2	3	5	-2	-4	-8	-14	0
Cc1ccc(C)c(S(=O)(=O)N2CCCC2CNC(=O)C(=O)NCCc2ccccc2)c1 (configuration not stated)	11	-4	-3	7	-6	0	15	0	-4
Cc1n[nH]c(C)c1S(=O)(=O)N1CCCC(C(=O)Nc2nccs2)C1 (configuration not stated)	-1	0	3	-1	2	-4	5	1	7
Cc1cc(C(=O)N2CCCC(N3CCN(c4ccc(F)cc4)CC3)C2)c(C)o1 (configuration not stated)	-12	1	0	5	3	-1	6	2	2
Cc1ccccc1N=CC1=C(O)c2ccccc2C1=O	7	2	-8	16	-8	7	-5	4	3
Cc1cc(C)n(CC(O)COc2ccccc2[N+](=O)[O-])n1 (configuration not stated)	4	3	3	4	-3	-5	-9	-11	4
Cc1ccn2cc(CCNS(=O)(=O)c3ccc(F)c(C(F)(F)F)c3)nc2c1	3	2	1	-1	-1	0	7	11	-1
CC(=O)c1cccc(OCc2cc(C(=O)NC(C)Cc3cccnc3)no2)c1 (configuration not stated)	-1	0	-2	-5	-6	9	3	-7	16
O=C(CC1CC2CCC1C2)NC1CCCCCCC1 (configuration not stated)	-1	-2	0	-2	0	-5	-2	7	0
O=C(Nc1ccc(Cl)c(Cl)c1)NC1CCS(=O)(=O)C1 (configuration not stated)	-12	-1	1	-3	0	-7	-6	-5	-1
O=C(CCC(=O)c1ccc(Cl)cc1)NCc1ccccc1	-11	-1	-1	6	9	14	-18	10	-2
CC[C@H](C)C(=O)O[C@H]1C[C@@H](C)C=C2C=C[C@H](C)[C@H](CC[C@@H]3C[C@@H](O)CC(=O)O3)[C@H]21	10	-4&2	-3&-2	2&2	1	0&19	2&-6	4&2	0&6

Entries of single compounds from above. Screens in order: EBNA-1 inhibitor, LYPLA1 inh, PAD4 inh, PAFAH1B3 inh, GSTO1 counter, PREPL inhibitor, ZTA DNA inh, PAFAH2 FP inh, LYPLA2 counter
O=C(COC(=O)CNC(=O)c1ccc(Cl)cc1)Nc1ccc2c(c1)OCCO2 is listed as 15, 2, 3, 5, -2, -4, -8, -14, 0
CC[C@H](C)C(=O)O[C@H]1C[C@@H](C)C=C2C=C[C@H](C)[C@H](CC[C@@H]3C[C@@H](O)CC(=O)O3)[C@H]21 is listed as 10, -4&2, -3&-2, 2&2, 1, 0&19, 2&-6, 4&2, 0&6
O=C(Nc1ccc(Cl)c(Cl)c1)NC1CCS(=O)(=O)C1 (configuration not stated) is listed as -12, -1, 1, -3, 0, -7, -6, -5, -1

Next compounds
SMILES	EBNA-1 inhibitor	LYPLA1 inh	PAD4 inh	PAFAH1B3 inh	GSTO1 counter	PREPL inhibitor	ZTA DNA inh	PAFAH2 FP inh	LYPLA2 counter
CC1CN(C(NC(=O)C(C)(C)C)C(Cl)(Cl)Cl)CC(C)O1 (configuration not stated)	9	4	-1	6	14	4	20	7	7
COc1ccc(OC)c(NC(=O)COc2ccc3c(c2)CCC3)c1	nt	1	-7	7	nt	24	4	1	4
O=C(NC1CCCCC1)C(c1ccc(Cl)cc1)N(C(=O)c1ccccn1)c1cccnc1 (configuration not stated)	-5	1	2	nt	-1	10	0	nt	6
CC(C)CN(C(=O)Cn1c(Cl)nc2c1c(=O)n(C)c(=O)n2C)C1CCS(=O)(=O)C1 (configuration not stated)	9	-5	-1	3	1	-4	4	0	2
CCOC(=O)C1CCN(C(=O)c2ccc3c(c2)OCO3)CC1	3	-2	7	6	3	1	6	2	0
COc1cccc(NC(=O)CN2CCN(S(=O)(=O)c3ccc(C(C)C)cc3)CC2)c1	4	0	3	6	4	-9	7	2	-1
CC1CC(C)CN(C(=O)c2ccc3nc[nH]c3c2)C1 (configuration not stated)	5	-3	-8	0	-5	4	1	5	1
CC(=O)c1ccc(OCC(=O)NC2CCS(=O)(=O)C2)cc1 (configuration not stated)	15	0	-6	-8	0	4	16	0	0
O=C(Cn1ncc(N2CCCC2)c(Cl)c1=O)c1ccc(Cl)cc1	4	4	-5	0	1	3	18	5	6
O=C(NC(=S)Nc1ccc2oc(=O)ccc2c1)c1cccc(Cl)c1	-7	1	-1	-8	3	-13	-3	-3	3
O=C(O)c1ccc(-c2nnn(Cc3cccc(C(F)(F)F)c3)n2)cc1	5	-4	3	-3	3	6	5	6	1
O=C(c1ccc(Br)c(S(=O)(=O)N2CCCCC2)c1)N1CCCCC1	4	0	-2	4	8	3	-6	-4	2
Cc1nn(CC(=O)NCCc2ccco2)c(=O)c2nn(-c3ccccc3)c(C)c12	3	-2	-1	-1	1	-4	-4	1	0
O=C(CN1CCCCC1)N1CCCc2ccccc21	5	0	2	13	-3	7	13	4	2
CCCCn1c(=O)[nH]c(=O)c2c1nc(-c1ccc(CC)c([N+](=O)[O-])c1)n2C	-1	2	-5	nt	-6	6	15	nt	-7
COc1ccccc1NC(=O)CCSCCC(=O)Nc1ccccc1OC	13	-1	0	-7	3	3	19	1	7
CC(=O)Nc1ccc(N=Nc2ccc(O)cc2)cc1	-4	2	-5	8	-5	0	5	2	0
Cc1cc(Cn2nc(C(=O)NCc3cccs3)cc2-c2ccccc2)on1	4	1	-6	11	-4	-1	11	1	1
CC1=C(C(=O)OC(C)C)C(c2ccc(C)o2)NC(=O)N1 (configuration not stated)	-6	1	-4	-2	-7	-7	-9	7	5
CCOC(=O)C1(CC2CC2)CCN(C(=O)c2cc(C)nc3ccc(CC)cc23)CC1	-14	-3	0	4	9	3	5	1	7
Cc1ccc(C(=O)NNC(=O)c2ccc(S(=O)(=O)N3CCCCC3)cc2)cc1	nt	nt	1	-1	nt	7	nt	0	nt
CCN(CC)CCNc1ncnc2c1sc1nc(N3CCCC3)c3c(c12)CC(C)(C)OC3	-9	2	-4	11	8	41	0	6	-6
Cc1ccc(C)c(N(C)C(=O)c2coc(=O)c3ccccc23)c1	12	0	3	2	7	6	6	-2	6
COc1ccc(NC(=O)C2CC(=O)N(CCc3ccc(Cl)cc3)C2)cc1 (configuration not stated)	1	-4	3	8	-2	6	-3	8	6
COc1ccccc1NS(=O)(=O)c1cccc(NC(=O)C2CC2)c1	nt	-3	-2	0	nt	3	7	12	1
CC(NC(=O)Cn1cc(C(=O)C2CC2)c2ccccc21)c1ccccc1 (configuration not stated)	-1	5	2	-4	-3	-17	0	-5	6
CC(=O)Nc1ccc(S(=O)(=O)Nc2nnc(C(C)C)s2)cc1	8	0	0	-1	0	2	1	2	0
O=S(=O)(Nc1cccc(-c2cn3cccnc3n2)c1)c1ccc(Cl)cc1	7	-1	-1	-4	-8	-45	1	-4	-3
C[C@@H]1CN([C@H](C)CO)C(=O)c2cc(NC(=O)C3CCCCC3)ccc2O[C@@H]1CN(C)Cc1ccc(C(F)(F)F)cc1	nt	nt	2	6	nt	22	nt	1	nt
c1ccc2sc(NC3=NCN(C4CCCCCC4)CN3)nc2c1	7	-4	0	4	7	-2	3	4	-2
O=C(CSc1ccc2ccccc2n1)c1ccccc1	-3	-2	-1	11	0	-10	-11	1	-4
COc1cccc2sc(NC(=O)c3ccc(S(=O)(=O)N4CCOCC4)cc3)nc12	-3	-2	1	1	4	7	-1	0	1
COc1cc(/C=N/OCC(=O)Nc2cc(C)cc(C)c2)ccc1OCc1ccc(Cl)cc1	0	-14	-3	-8	-8	6	-14	-24	-15
COc1ccc(C(=O)NC(C)CCc2ccccc2)cc1[N+](=O)[O-] (configuration not stated)	-17	0	-1	5	0	5	3	3	2
O=c1cc(CO)oc(CN2CCC(Cc3ccccc3)CC2)c1O	-4	0	-3	10	3	0	26	6	2
COc1ccc(C(=O)NCc2cccnc2)cc1C(=O)NCc1cccnc1	6	2	5	3	3	0	-12	-5	3
COc1ccccc1OC(C)C(=O)Nc1ccc(S(=O)(=O)N2CCN(C)CC2)cc1 (configuration not stated)	-7	-2	-2	10	-1	2	-7	-3	-6
CCN(CC)S(=O)(=O)c1cccc(NC(=O)CNc2cccc(S(=O)(=O)N3CCCC3)c2)c1	-1	-5	2	3	5	5	3	5	-2
COCC1CCN(Cc2nc(-c3cccs3)no2)C1 (configuration not stated)	1	-2	-2	nt	9	1	-9	nt	-3
O=C(NC1CCCc2ccccc21)c1cccc(S(=O)(=O)N2CCOCC2)c1 (configuration not stated)	2	-1	-1	3	-1	0	6	4	-3
N#CC(c1ccc(O)cc1)N1CCCCC1 (configuration not stated)	9	5	-5	5	-1	-2	4	-7	3
O=C(Nc1ccc(Br)cc1)c1cccc(N2C(=O)C3C4CCC(C4)C3C2=O)c1 (configuration not stated)	1	-4	3	1	4	7	4	1	-1

Bioassay records: PubChem BioAssay, The Scripps Research Institute Molecular Screening Center
